# High-throughput results deposited in PubChem BioAssay by The Scripps Research Institute Molecular Screening Center.
# MITF primary: inhibitors of human MITF. O75030. AlphaScreen MITF homodimerization, bead proximity signal. inhibition, % at 2.6 µM. 650,000 compounds, 0.91% hits. AID 1259374; in the data active = inhibition above about 50%;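 also: 0% = vehicle wells with protein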
# Target sequence (O75030 whole entry, looked up): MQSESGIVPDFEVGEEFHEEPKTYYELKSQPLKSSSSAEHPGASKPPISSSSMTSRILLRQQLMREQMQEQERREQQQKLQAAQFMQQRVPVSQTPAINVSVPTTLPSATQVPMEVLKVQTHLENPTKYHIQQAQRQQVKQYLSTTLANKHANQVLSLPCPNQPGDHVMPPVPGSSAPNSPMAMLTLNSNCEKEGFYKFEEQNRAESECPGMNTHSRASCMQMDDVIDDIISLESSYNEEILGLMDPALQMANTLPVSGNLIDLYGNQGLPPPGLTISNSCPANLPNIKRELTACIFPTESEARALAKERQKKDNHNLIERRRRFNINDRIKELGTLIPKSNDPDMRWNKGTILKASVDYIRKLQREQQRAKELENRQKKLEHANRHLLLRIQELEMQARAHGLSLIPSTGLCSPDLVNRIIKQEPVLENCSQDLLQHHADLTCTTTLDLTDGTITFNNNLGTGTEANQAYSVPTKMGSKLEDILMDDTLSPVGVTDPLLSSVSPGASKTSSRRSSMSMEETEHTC
# FBW7 act: human FBW7 E3 ligase activation, primary screen. Q969H0. AlphaScreen FBW7–phospho-cyclin E peptide binding, activator screen. normalized activity (activation), % at 26.1 µM. 650,000 compounds, 0.13% hits. AID 1259310; in the data active = normalized activity above about 1.9%;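 also: purified mutant Fbw7 with reduced substrate affinity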
# GPR151 ag: human GPR151 activation. activation, % at 11.2 µM. 650,000 compounds, 1% hits. Q8TDV0. PathHunter beta-arrestin GPR151 cells, luminescence; in the data active = activation above about 4.9%;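 also: 0% = median of compound wells and 100% = cells with positive control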
# Target sequence (Q8TDV0 whole entry, looked up): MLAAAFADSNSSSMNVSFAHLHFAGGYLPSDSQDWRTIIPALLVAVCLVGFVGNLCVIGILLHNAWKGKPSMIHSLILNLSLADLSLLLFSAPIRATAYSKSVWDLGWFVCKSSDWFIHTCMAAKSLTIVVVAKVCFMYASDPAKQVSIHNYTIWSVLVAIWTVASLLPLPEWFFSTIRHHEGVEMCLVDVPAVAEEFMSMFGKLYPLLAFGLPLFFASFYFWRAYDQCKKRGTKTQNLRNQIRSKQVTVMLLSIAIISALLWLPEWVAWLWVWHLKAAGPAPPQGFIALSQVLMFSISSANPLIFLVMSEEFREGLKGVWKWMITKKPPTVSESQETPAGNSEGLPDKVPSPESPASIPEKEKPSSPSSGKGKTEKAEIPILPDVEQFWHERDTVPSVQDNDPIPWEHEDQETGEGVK
# TEAD-YAP block: TEAD-YAP interaction inhibition; HEK-TIYL cells, TEAD-Gal4/YAP UAS-luciferase luminescence; inhibition, % at 9.12 µM; 640,000 compounds, 1.4% hits; AID 1259422; in the data active = inhibition above about 32%;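 also: 0% = median of test compound wells and 100% = reference inhibitor wells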
# * hit, by the source's call; nt = not tested or not shown.
# Start of the data: the first 13 records as a preview:
SMILES,MITF primary,FBW7 act,GPR151 ag,TEAD-YAP block
CCOc1ccc(NC(=O)CCS(=O)(=O)c2ccccc2)cc1,5.5,-0.1,-0.4,-63.9
CCCCOC(=O)CSc1nnc(-c2ccc(OC)cc2)o1,1.8,-0.1,-0.9,2.3
FC(F)(F)c1ccc(Cn2cnc3c(NCc4ccccc4)nc(Nc4ccncn4)nc32)cc1,-4.8,0.1,1.0,-0.8
COc1cc2cc(C)c3nnc(SCC(=O)Nc4cc(C)on4)n3c2cc1OC,0.5,-0.1,0.1,-9.8
O=C(NC(C1CC1)C1CC1)c1cc(Cc2ccc(F)cc2)no1,14.1,0.2,0.4,-3.9
Cc1ccc(S(=O)(=O)N(C)CC(=O)Nc2ccc(F)c(Cl)c2)cc1,7.5,-0.1,1.0,-1.2
O=C(NNC(=S)Nc1ccccc1)c1ccncc1,9.9,0.2,-2.8,-23.9
CC(=O)c1ccc(NC(=O)CCC(=O)OCC(=O)c2ccc(Br)cc2)cc1,1.3,0.0,1.1,0.9
CCCCCC1CC1C(=O)N/N=C/c1ccc(C)o1 (centres undefined),11.8,0.0,-1.0,5.8
COc1cccc(O)c1CN1CCC(C(=O)Nc2ccc(Oc3cccnc3)cc2)CC1,8.8,0.1,-0.6,23.4
O=S(c1ccccc1)c1ccc2nnnn2n1 (centres undefined),-1.9,-0.1,-0.7,nt
Cc1ccc(N2C(=O)C3C(c4ccccc4Cl)OC4(C(=O)c5ccccc5C4=O)C3C2=O)cc1C (centres undefined),7.1,-0.2,0.0,-5.9
Cc1cccc(/C=N/NC(=O)c2cccc(NC(=O)c3ccc(Cl)cc3)c2)n1,6.2,-0.1,1.2,-0.8

# The listing, previewed entries included:
SMILES,MITF primary,FBW7 act,GPR151 ag,TEAD-YAP block
CCOc1ccc(NC(=O)CCS(=O)(=O)c2ccccc2)cc1,5.5,-0.1,-0.4,-63.9
CCCCOC(=O)CSc1nnc(-c2ccc(OC)cc2)o1,1.8,-0.1,-0.9,2.3
FC(F)(F)c1ccc(Cn2cnc3c(NCc4ccccc4)nc(Nc4ccncn4)nc32)cc1,-4.8,0.1,1.0,-0.8
COc1cc2cc(C)c3nnc(SCC(=O)Nc4cc(C)on4)n3c2cc1OC,0.5,-0.1,0.1,-9.8
O=C(NC(C1CC1)C1CC1)c1cc(Cc2ccc(F)cc2)no1,14.1,0.2,0.4,-3.9
Cc1ccc(S(=O)(=O)N(C)CC(=O)Nc2ccc(F)c(Cl)c2)cc1,7.5,-0.1,1.0,-1.2
O=C(NNC(=S)Nc1ccccc1)c1ccncc1,9.9,0.2,-2.8,-23.9
CC(=O)c1ccc(NC(=O)CCC(=O)OCC(=O)c2ccc(Br)cc2)cc1,1.3,0.0,1.1,0.9
CCCCCC1CC1C(=O)N/N=C/c1ccc(C)o1 (centres undefined),11.8,0.0,-1.0,5.8
COc1cccc(O)c1CN1CCC(C(=O)Nc2ccc(Oc3cccnc3)cc2)CC1,8.8,0.1,-0.6,23.4
O=S(c1ccccc1)c1ccc2nnnn2n1 (centres undefined),-1.9,-0.1,-0.7,nt
Cc1ccc(N2C(=O)C3C(c4ccccc4Cl)OC4(C(=O)c5ccccc5C4=O)C3C2=O)cc1C (centres undefined),7.1,-0.2,0.0,-5.9
Cc1cccc(/C=N/NC(=O)c2cccc(NC(=O)c3ccc(Cl)cc3)c2)n1,6.2,-0.1,1.2,-0.8
CC1CCc2c(sc3ncnc(SCCO)c23)C1 (centres undefined),6.9,0.3,3.4,-36.6
O=C(Nc1ccc(F)cc1F)c1cc(C2CC2)on1,-0.9,0.0,-1.6,-49.2
COc1ccc(CCNC(=O)CSc2nc3c(sc(=S)n3-c3ccccc3)c(=O)[nH]2)cc1OC,0.1,-0.2,-0.7,15.4
COc1ccc(C2C=C(c3cccnc3)Nc3ncnn32)c(OC)c1OC (centres undefined),8.0,0.3,-0.6,7.4
Nc1c(C(=O)c2ccccc2)sc2nc3cc4c(cc3cc12)OCO4,-2.8,0.0,-0.3,-13.6
CCN(CC)c1ccc2cc(-c3nc(-c4ccccc4)n[nH]3)c(=O)oc2c1,-0.4,0.0,2.0,-3.5
C1=CCC(/C=N/N=C(/c2ccccc2)C23CN4CN(CN(C4)C2)C3)CC1 (centres undefined),-2.3,0.1,-0.7,-2.0
COC(=O)CN(c1ccccc1C)S(=O)(=O)c1ccc(Cl)cc1,7.6,0.2,-1.3,-6.5
CC(C)[C@H](Cn1nnc2ccccc21)NC(=O)c1ccc2c(c1)CCN2S(C)(=O)=O,7.1,0.0,3.9,3.4
CC(C)(C)Sc1cc([N+](=O)[O-])ccc1C(=O)Nc1ccccc1,-2.6,-0.2,-0.3,-0.8
CCOC(=O)N1CCc2c(sc(NC(=O)c3ccc(Br)s3)c2C#N)C1,8.8,0.1,9.1*,3.3
CC(=O)c1ccc(NC(=O)c2cnn3c(C(F)F)cc(-c4ccc(C)cc4)nc23)cc1,14.3,0.4,-1.0,18.6
# Continued:
SMILES,MITF primary,FBW7 act,GPR151 ag,TEAD-YAP block
CC(C)OCCCN1C(=O)c2[nH]nc(-c3ccccc3O)c2C1c1ccc(F)cc1 (centres undefined),8.7,0.2,0.1,12.6
Cc1ccc(/C=C/c2onc(C)c2S(=O)(=O)N2CCC(C(=O)NC(C)C)CC2)cc1,-11.7,0.1,-0.9,-0.6
COCCNC(=O)c1nn2cccnc2c1Cl,12.8,0.0,-0.9,-2.2
CCOc1cc(C(=O)O/N=C(\N)c2cccc([N+](=O)[O-])c2)cc(OCC)c1OCC,26.8,0.0,-0.2,5.8
N#C/C(=C\c1ccc([N+](=O)[O-])cc1)C(=O)Nc1ccc([N+](=O)[O-])cc1O,9.7,0.1,-1.1,-3.6
NS(=O)(=O)c1ccc(CCNC(=O)CCCCCn2c(=S)[nH]c3ccccc3c2=O)cc1,-3.1,0.0,0.6,-2.5
COc1ccc(C(=O)Nc2nc(-c3ccccc3)c(C(=O)c3ccccc3)s2)c(OC)c1,2.0,-0.1,0.6,-2.1
Cc1ccc(-c2cc(C(F)(F)F)n3nc(C(=O)Nc4sc5c(c4C#N)CCCC5)c(Cl)c3n2)cc1,6.6,0.7,0.8,11.9
COc1cc(C(=O)Nc2ccc(C(F)(F)F)cc2[N+](=O)[O-])cc(OC)c1OC,3.8,-0.1,-0.3,-2.9
O=C(CCCl)N1CCN(c2nc(-c3ccccc3)cs2)CC1,-4.8,-0.2,-0.2,-36.0
CCC1=NN2C(=N)/C(=C/c3cccc(OCCOc4ccc(C)cc4)c3)C(=O)N=C2S1,1.9,0.7,-0.3,-22.2
O=C(O)/C=C\C(=O)Nc1ccc2cn[nH]c2c1,-5.2,-0.6,-0.1,47.0*
CCOc1ccc(NC(=O)CN2CCN(CC(=O)Nc3ccccc3OC)CC2)cc1,-2.3,-0.1,-0.5,2.0
O=C(c1ccccc1[N+](=O)[O-])N1CCN=C1SCc1ccc(F)cc1,-8.8,-0.1,-1.6,-8.3
O=C(/C=C/c1cccc2ccccc12)c1ccncc1,-13.1,0.0,-0.4,8.5
COCCNC(=O)c1ccc2c(c1)ncn2-c1cccc(C)c1,-6.0,0.0,0.2,-6.5
CC(C)Cn1c(SCC(=O)Nc2nccs2)nnc1-c1ccccc1,20.8,0.3,-1.3,-0.7
COc1ccc(S(=O)(=O)NCCSc2ccccc2)cc1I,17.2,0.7,2.4,-12.4
Clc1cccc(Cl)c1Cn1ccnc1,15.5,-0.2,0.3,1.5
CC(C)(C)C(=O)C1C(c2cccc3ccccc23)C(C#N)(C#N)C2c3ccccc3C=CN12 (centres undefined),3.7,0.2,1.3,-8.9
O=C(CCC1CCCN(C(=O)c2cnsn2)C1)NCc1ccc(F)c(F)c1 (centres undefined),11.3,0.2,-0.4,-9.3
COc1ccc(CC(=O)Nc2ccc(OC)c(Cl)c2)cc1,-1.6,0.1,-0.6,-21.1
Cn1c(=O)n(C)c2cc(NC(=O)CSc3nc4ccccc4[nH]3)ccc21,2.2,0.0,0.5,4.0
CCOc1ccc(-n2c(SCC#N)nc3c(sc(=S)n3-c3ccccc3)c2=O)cc1,-3.8,-0.2,0.4,5.2
Cc1c(C(=O)N2CCN(C)CC2)sc2ncnc(N(C)c3ccccc3)c12,2.9,0.0,1.2,-17.2
# The list continues.
SMILES,MITF primary,FBW7 act,GPR151 ag,TEAD-YAP block
CCN(CC)C1=C(C(=O)c2ccccc2)N(CC(N)=O)S(=O)(=O)c2ccccc21,7.2,0.0,1.7,-13.1
O=C(Nc1ccc(Cl)cc1)C1C2C=CC3(O2)C1C(=O)N(CCCN1CCN(Cc2ccccc2)CC1)C3C(=O)NC1CCCCC1 (centres undefined),5.0,0.1,-0.5,0.8
CC1(C)CC(=O)/C(=N/Nc2ccc(Cl)cc2)CO1,8.5,-0.3,2.3,-76.7
O=C(O)c1cccc(NC(=O)c2cc([N+](=O)[O-])cc([N+](=O)[O-])c2)c1,11.9,0.1,-0.9,5.0
CCc1ccc(S(=O)(=O)N(C)c2ccccc2C(=O)O)cc1,-0.3,0.1,-0.8,1.2
COCCn1cc(C(=O)NCCC(C)C)c2c3ccccc3n(C)c2c1=O,-10.9,0.1,-0.2,11.1
Cc1ccc(CC(=O)Nc2ccccc2-c2nc3ccccc3[nH]2)c(C)c1,-11.3,0.4,-0.7,-8.1
N#Cc1c(NC(=O)c2ccc(N3C(=O)C4C5C=CC(C5)C4C3=O)cc2)sc2c1CCC2 (centres undefined),20.9,0.1,-0.4,15.8
COc1ccc(-c2nc(-c3cc(OC)c(OC)c(OC)c3)[nH]c2-c2ccccc2)cc1OC,28.6,0.3,2.1,14.8
O=C(NCCN1CCOCC1)c1ccc(-n2cc(-c3ccnc4ccccc34)cn2)cc1,17.1,0.6,-2.2,7.0
COc1ccc(C2CC(C(F)(F)F)n3nc(C(=O)Nc4cccc(C)c4C)cc3N2)cc1 (centres undefined),19.2,0.2,0.8,12.6
C1=C(N2CCCC2)CCC/C1=N/Nc1ccccc1,2.5,0.1,0.4,-4.5
COCc1cc(CN2CCN3C(=O)[C@H](COCc4ccccc4)NC(=O)[C@H]3C2)ccc1OC,-1.0,-0.3,1.0,0.8
O=C(CSc1ncc(C(F)(F)F)cc1Cl)Nc1ccc2[nH]c(=O)[nH]c2c1,1.1,0.1,1.9,4.2
O=C(Nc1ncn[nH]1)c1ccc(Cl)c(S(=O)(=O)N2CCCCCC2)c1,-3.5,-0.2,3.4,3.6
Cc1c(NC(=O)C(C)Oc2ccc(F)cc2)c(=O)n(-c2ccccc2)n1C (centres undefined),0.7,0.2,-0.8,9.1
CC(=O)Oc1ccc(C(=O)Nc2ccc(F)cc2F)cc1,-3.3,0.1,-6.4,-1.8
Cc1cc(C)c(NC(=O)c2ccccc2O)c(C)c1,6.8,-0.2,-0.3,-50.3
N#CC1=C(SCC(=O)Nc2cccc3cccnc23)NC(=O)C(C#N)C12CCCCC2 (centres undefined),-5.6,-0.3,-1.1,-2.6
Cc1ccc(NC(=O)CC(C)S(=O)(=O)c2cc3c(cc2C)NC(=O)CO3)cc1C (centres undefined),0.1,0.1,2.9,-5.3
NC(=O)c1ccc(NC(=O)/C=C/c2cccs2)cc1,-4.2,0.0,0.5,-37.6
CC(=O)c1ccc(OCc2cc(C(=O)N3CCN(C4CCCC4)C(=O)C3)no2)cc1,-1.2,-0.1,-0.8,-23.0
O=C(NC1CCCC1)N1CCN(c2nc3ccc(F)cc3s2)CC1,6.0,-0.1,6.4*,-1.7
CC1CCN(C(=O)Cn2c(=O)n(Cc3ccccc3)c(=O)c3c4c(sc32)CCC4)CC1,17.5,0.7,-1.1,5.9
Nc1[nH]ncc1-c1ccc(NC(=O)C(O)c2ccc(F)cc2)cc1 (centres undefined),14.4,-0.1,0.7,-10.2
# (cont.)
SMILES,MITF primary,FBW7 act,GPR151 ag,TEAD-YAP block
Cc1cc(NC(=O)COc2ccccc2Cc2ccccc2)no1,-3.7,-0.1,-0.2,1.4
COc1ccccc1C(=O)Nc1ccnn1C1CCN(Cc2c(C)nn(C)c2Cl)CC1,-3.6,-0.1,-0.3,-8.3
O=C(O)c1ccc2c(c1)C(=O)N(c1ccc(C(=O)O)c([N+](=O)[O-])c1)C2=O,22.1,-0.1,1.1,9.8
COc1ccc2[nH]c(C)c(CCNC(=O)c3cccs3)c2c1,12.3,0.7,-0.9,8.2
Cc1ccc2c(c1)N(C(C)C(=O)NCc1ccco1)C(=O)CO2 (centres undefined),0.8,-0.2,0.3,4.3
CCc1c(C)sc(NC(=O)c2ccoc2C)c1C(=O)OC,19.8,0.4,-0.2,0.9
CC(=O)c1ccc(NC(=O)c2ccccc2NS(=O)(=O)c2ccc(C)cc2)cc1,-1.2,-0.1,1.6,14.4
Cn1ccnc1SCC(=O)Nc1ccccc1Oc1ccccc1,4.3,0.1,1.1,-13.5
COc1ccc(-c2cccc(C(N)=O)n2)cn1,10.7,0.1,-0.7,3.4
O=C(Nc1ccc(Cl)cc1)C1C2/C=C\CCCCC21 (centres undefined),-6.8,0.1,0.8,-3.4
CCOc1ccc(NC(=O)CN(c2cccc(C(F)(F)F)c2)S(C)(=O)=O)cc1,8.9,-0.1,0.9,-7.2
O=C(CN1C(=O)c2cccc([N+](=O)[O-])c2C1=O)N1CCN(C/C=C/c2ccccc2)CC1,-0.2,0.1,1.4,4.4
Cn1c(Cn2nnc3ccccc32)nnc1SCCc1ccccc1,-17.9,0.1,0.5,-7.5
Clc1ccc(-c2onc3ccc(I)cc23)cc1,10.5,-0.1,0.0,-1.6
COc1ccccc1OCCn1c(=O)oc2ccccc21,7.3,0.1,-0.5,-5.3
COc1cc([N+](=O)[O-])cc([N+](=O)[O-])c1OCC(=O)N/N=C/c1ccccc1,2.8,0.0,-1.8,-6.6
O=S(=O)(c1ccccc1)N1CCC(n2nnc3cc(F)ccc32)CC1,-2.2,-0.1,-0.8,-11.3
